TexasRed fluor: counter-screen for TRb-SRC2 inhibitors: fluorescence interference; TRb/SRC2 Texas Red total fluorescence interference; Potency, µM (series often up to 106 µM), for inactives: at the highest dose fluorescence change, negative = quenching; 280,000 compounds, 0.29% hits; active means well fitted curve in either direction with a large enough effect; inconclusive means small, poorly fitted or top-dose-only effect
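Flags fluorescent or light-absorbing compounds by total fluorescence, S + 2P, at 555 nm excitation and 632 nm emission. Mixture: 20 nM Texas Red SRC2 peptide, 0.6 uM human TRb LBD, 1 uM T3, 5% DMSO; compound exposure 5 h at ambient temperature.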
TRb SRC2 PPI: disrupts binding of human TR beta to SRC2. P10828. 280,000 compounds, 0.065% hits. TRbeta-SRC2 peptide binding, fluorescence polarization; receptor liganded with 1 µM T3. Potency, µM (titrated, usually from 106 µM), for the others: at the top dose activity change, negative = inhibition, usual class: inhibitors; active means well fitted inhibition curve with a large enough effect; inconclusive means small, poorly fitted or top-dose-only effect, or effect the other way;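 further: plate controls were bound peptide for no effect and peptide without receptor for full effect; nearly all actives have a fitted effect of over 50% in size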
Target sequence (P10828 whole entry, looked up): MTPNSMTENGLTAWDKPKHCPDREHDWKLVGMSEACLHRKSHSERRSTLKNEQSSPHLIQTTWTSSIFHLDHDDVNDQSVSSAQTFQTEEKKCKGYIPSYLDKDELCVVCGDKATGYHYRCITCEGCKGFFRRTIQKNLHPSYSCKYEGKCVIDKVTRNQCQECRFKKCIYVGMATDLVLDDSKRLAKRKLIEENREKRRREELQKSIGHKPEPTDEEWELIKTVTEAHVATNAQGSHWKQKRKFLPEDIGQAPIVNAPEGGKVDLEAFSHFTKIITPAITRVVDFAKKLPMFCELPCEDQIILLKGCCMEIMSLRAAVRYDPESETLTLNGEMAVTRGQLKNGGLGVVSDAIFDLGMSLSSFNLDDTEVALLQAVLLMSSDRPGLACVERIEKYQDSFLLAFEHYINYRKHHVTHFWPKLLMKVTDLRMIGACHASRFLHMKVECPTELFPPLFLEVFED
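Human TRb ligand-binding domain (0.6 uM) is mixed with 20 nM Texas Red SRC2 peptide and 1 uM T3; after compound addition and 5 hr at ambient temperature, polarization is measured and normalized to unbound and bound controls.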
Active calls of the source: *; ? = inconclusive; [ ] = another dose, or the depositor's remark. Unless noted, on the % scale 0 is the no-effect control and ±100 the full control effect; potency means the concentration at half of the fitted maximal effect.

SMILES	TexasRed fluor	TRb SRC2 PPI
CCc1ccc(S(=O)(=O)Nc2cc3c(cc2C)n(C)c(=O)c(=O)n3C)cc1	-4%	6%
COc1cccc(N2CCN(S(=O)(=O)c3ccc4c(c3)CCCN4C(C)=O)CC2)c1	2%	-1%
COc1cccc(CNC(=O)C2CCN(c3nc4ccc(Cl)cc4[nH]3)CC2)c1	-1%	-5%
Cc1c(-c2nc(-c3ccccc3)no2)nnn1-c1ccc(F)c(Cl)c1	-1%	-6%
CN(C)CCn1c2c(c(SCC(=O)Nc3ccc(F)cc3F)nc1=O)CCC2	0%	-7%
COc1ccccc1CNC(=O)c1cccn1-c1nnc(N2CCCC2)s1	0%	6%
CCCN(CCC)C(=O)c1c[nH]c2ccc(S(=O)(=O)N(C)c3ccc(Cl)cc3)cc2c1=O	-1%	3%
O=C(CCC1N=C2c3ccccc3N=C(SCc3cccc(F)c3)N2C1=O)NC1CCCCC1 (centres undefined)	-20%	1%
Cc1ccc(Cl)cc1NS(=O)(=O)c1ccc2c(c1)NC(=O)CCS2	-13%	3%
Cc1ccccc1-c1nc2scc(CCNS(=O)(=O)c3ccccc3)n2n1	-7%	-5%
Cc1cc(-c2ccc(C)c(S(=O)(=O)NC(c3cccs3)C(C)C)c2)on1 (centres undefined)	-1%	-1%
O=[N+]([O-])c1ccc(S(=O)(=O)N2CCn3cccc3C2c2ccccc2F)cc1 (centres undefined)	1%	-7%
Cc1cccc(OCC(=O)NCc2ccc3c(c2)CCN3C(=O)c2ccc(Cl)cc2)c1	0%	-2%
CCc1ccccc1NC(=O)CSc1ncccc1C(=O)O	-2%	0%
Cc1ccc(CSCCC(=O)N2CCN(c3ccc(F)cc3)CC2)cc1	-2%	2%
Cn1cnc(S(=O)(=O)N2CCC(C(=O)Nc3ccc(OC(F)(F)F)cc3)CC2)c1	-1%	5%
CC(C)(C)c1ccc(CSC2=Nc3ccccc3C3=NC(CC(=O)NCc4cccs4)C(=O)N23)cc1 (centres undefined)	-21%	11%
COc1ccccc1CNC(=O)c1cnc2sc(N3CCCCCC3)nn2c1=O	-8%	3%
Cc1cccc(N2CCN(S(=O)(=O)c3cc(C(=O)Nc4ccc(Oc5ccccc5)cc4)ccc3F)CC2C)c1 (centres undefined)	-2%	-6%
COc1ccc2c(c1)c1c(c(=O)n(-c3ccc(F)c(Cl)c3)c(=O)n1Cc1ccccc1F)n2C	-1%	-3%
CCCCc1ccc(NC(=O)COc2cccc3c(=O)n(C)ccc23)cc1	1%	-2%
CC(C)(C)OC(=O)N1CCC(c2c(C(=O)N3CCc4ccccc4C3)cnn2-c2ccc(Cl)cc2)CC1	-2%	1%
Cc1ccc(Cl)cc1-n1ncc2c(NC3CCCCCC3)ncnc21	-1%	3%
Cc1cc(C)cc(NC(=O)Cn2c(C)cc(C)c(C#N)c2=O)c1	0%	-1%
CCc1ccc(NC(=O)Cn2c(=O)n(-c3cccc(OC)c3)c(=O)c3c(C)c(C(=O)N(C)C)sc32)cc1	0%	2%

At a glance, some entries already given.
SMILES	TexasRed fluor	TRb SRC2 PPI
CCc1ccc(S(=O)(=O)Nc2cc3c(cc2C)n(C)c(=O)c(=O)n3C)cc1	-4%	6%
COc1cccc(N2CCN(S(=O)(=O)c3ccc4c(c3)CCCN4C(C)=O)CC2)c1	2%	-1%
COc1cccc(CNC(=O)C2CCN(c3nc4ccc(Cl)cc4[nH]3)CC2)c1	-1%	-5%
Cc1c(-c2nc(-c3ccccc3)no2)nnn1-c1ccc(F)c(Cl)c1	-1%	-6%
CN(C)CCn1c2c(c(SCC(=O)Nc3ccc(F)cc3F)nc1=O)CCC2	0%	-7%

(cont.)
SMILES	TexasRed fluor	TRb SRC2 PPI
COc1cccc(CN2CCc3nc(N4CCN(c5ncccn5)CC4)ncc3C2)c1	0%	-1%
CCOc1ccc(NC(=O)CC2C(=O)N(c3ccccc3)C(=O)N2Cc2cccc(OC)c2)cc1 (centres undefined)	-2%	-2%
Cc1ccc(CNC(=O)c2c(-c3ccccc3Cl)noc2C)o1	0%	-6%
C=C(C)C(=O)OCC[N+](C)(C)C	-1%[201 µM]	0%[201 µM]
COc1ccc2nc(NC(=O)c3ccc(S(=O)(=O)N4CCC(C)CC4)cc3)sc2c1	-2%	-9%
Cc1ccc(-n2ncc(C(=O)N(C)Cc3ccccc3)c2-n2cccc2)cc1	-1%	-2%
COc1ccc(Br)cc1CNC(=O)CCSCc1ccc(C)cc1	-2%	1%
CCOC(=O)C1CCCN(C(=O)c2ccccc2NC(=O)c2nsc3ccccc23)C1 (centres undefined)	0%	2%
CCC(Sc1nc2ccccc2c(=O)n1CCc1ccc(OC)c(OC)c1)C(=O)N(CC)CC (centres undefined)	?	-2%
COC(=O)c1scc(-c2ccc(C)cc2)c1S(=O)(=O)N1CCN(c2ccc(C(C)=O)cc2)CC1	2%	-6%
Cc1cc(C)c2nc(N(Cc3cccnc3)C(=O)CCS(=O)(=O)c3ccccc3)sc2c1	1%	-6%
COC(=O)c1ccc(Cl)cc1NC(=O)N1CC=C(c2c[nH]c3ccccc23)CC1	1%	2%
O=S(=O)(O)c1cc(I)c(O)c2ncccc12	-1%	10%
Nc1ncc(S(=O)(=O)NCc2ccccc2F)cn1	1%	-1%
CC1=C(C(=O)Nc2cccnc2)C(c2cccc(O)c2)n2nc(SCc3ccccc3)nc2N1 (centres undefined)	-3%	0%
COc1cccc(CNC(=O)C2CCCN(c3ncnc4onc(-c5ccc(F)cc5)c34)C2)c1 (centres undefined)	0%	-2%
COc1ccc(Cl)cc1NC(=O)c1ccc(CN2C(=O)CCn3nc(C)cc32)cc1	-1%	-9%
CCCCN(C)C(=O)Cn1ncc2c([nH]c3ccc(C)cc32)c1=O	-22%	3%
Cc1ccc(CNc2ncnc3onc(C)c23)cc1	0%	-10%
OCCN1CCN(C(c2ccc(Cl)cc2Cl)c2sc3nc(-c4ccco4)nn3c2O)CC1 (centres undefined)	-1%	3%
O=C(c1cnc(N2CCOCC2)c2ccccc12)N1CCN(c2ccccc2F)CC1	1%	-6%
CCOc1cccc2sc(N3CCN(C(=O)C4CC4)CC3)nc12	0%	-14%
Cc1ccc(NC(=O)C2Cc3ccccc3N2C(=O)c2ccccc2)cc1Cl (centres undefined)	0%	1%
CC1CCN(S(=O)(=O)c2ccc3c(c2)N(CC(=O)O)C(=O)CO3)CC1	-2%	-1%
CCN(c1ccccc1)S(=O)(=O)c1ccc(F)c(C(=O)Nc2ccc(C)cc2)c1	-1%	2%

Some of the entries so far, field by field.
Cc1ccc(CNc2ncnc3onc(C)c23)cc1
- TexasRed fluor: 0%
- TRb SRC2 PPI: -10%
O=C(c1cnc(N2CCOCC2)c2ccccc12)N1CCN(c2ccccc2F)CC1
- TexasRed fluor: 1%
- TRb SRC2 PPI: -6%
COc1ccc(Cl)cc1NC(=O)c1ccc(CN2C(=O)CCn3nc(C)cc32)cc1
- TexasRed fluor: -1%
- TRb SRC2 PPI: -9%
CC1=C(C(=O)Nc2cccnc2)C(c2cccc(O)c2)n2nc(SCc3ccccc3)nc2N1 (centres undefined)
- TexasRed fluor: -3%
- TRb SRC2 PPI: 0%

(list continues)
SMILES	TexasRed fluor	TRb SRC2 PPI
Cc1c(C(=O)N(C)C)sc2c1c(=O)n(-c1ccc(Cl)cc1)c(=O)n2CC(=O)C(C)(C)C	-1%	2%
Cc1ccc(-n2nnc(-c3nsc(NC(=O)c4ccccc4)n3)c2C)cc1	-20%	5%
COc1ccc(NC(=O)Nc2cccc(OCc3cc(=O)n4cccc(C)c4n3)c2)c(OC)c1	-2%	1%
CC1CCCN(c2ncnc3c2cnn3-c2ccc(F)cc2)C1 (centres undefined)	-1%	-2%
Cc1cc2c(cc1NS(=O)(=O)c1cccc(C#N)c1)n(C)c(=O)c(=O)n2C	0%	-2%
COc1cc(C(=O)NCCc2csc(-c3ccc(Cl)cc3)n2)cc(OC)c1OC	4%	1%
CCc1ccc(CNC(=O)c2ccc3c(c2)nc2n3CCC(C)C2)cc1 (centres undefined)	-2%	-10%
CN1C(=O)C2(SCC(=O)N2c2ccc(Cl)cc2)c2ccccc21 (centres undefined)	-1%	5%
CN1C(=O)C2CCCCN2c2ccc(C(=O)NCc3ccccc3Br)cc21 (centres undefined)	-6%	-3%
COc1ccc(C)cc1NC(=O)c1oc2ccc(S(=O)(=O)N3CCOCC3)cc2c1C	-1%	-4%
N#Cc1ccccc1NS(=O)(=O)c1ccc(N2CCCCS2(=O)=O)cc1	0%	-8%
CC(C)(N=C=O)c1cccc(C(C)(C)N=C=O)c1	-6%[201 µM]	0%[201 µM]
CSc1ncc2c(n1)-c1ccccc1N(Cc1ccccc1C)S2(=O)=O	1%	1%
Cc1cccc(N2CCN(C(=O)c3cnc(N4CCCC4)nc3C)CC2)c1C	-1%	-2%
O=S(=O)(c1ccc(F)cc1)N1CCC(n2c(C(F)(F)F)nc3cccnc32)CC1	0%	1%
CCC(C)NC(=O)c1sc2ncccc2c1-n1c(C)ccc1C (centres undefined)	?	7%
Cc1ccc2c(c1)c(N1CCCC1=O)c(C(=O)Nc1ccc(F)cc1F)n2C	-2%	0%
CC1CCCN(c2ncnc3c2nnn3C)C1 (centres undefined)	-1%	7%
CCOC(=O)c1ccc2c(c1)N(Cc1cccc(OC)c1)C(=O)c1ccccc1S2(=O)=O	-1%	1%
CCN(CC)C(=O)c1cccnc1	0%	-1%
Cc1ccc(-c2cc(C(=O)NCc3ccccc3)c3c(-c4ccc(C)cc4)[nH]nc3n2)cc1	-5%	-3%
COc1ccc(Cn2ccnc2SCC(=O)NCc2ccccc2)cc1	-13%	5%
Brc1ccc(CN2CCc3nc(N4CCN(c5ncccn5)CC4)ncc3C2)cc1	-1%	-5%
COc1ccc(CNC(=O)CCC(=O)N2CC3CCCN3c3ccccc32)c(OC)c1 (centres undefined)	0%	4%
Cc1cccc(-n2c(=O)c3c4c(sc3n3c(C)nnc23)CCCC4)c1	2%	5%

A few values from the list:
Result of `CCN(CC)C(=O)c1cccnc1` under TexasRed fluor: 0%
Result of `O=S(=O)(c1ccc(F)cc1)N1CCC(n2c(C(F)(F)F)nc3cccnc32)CC1` under TexasRed fluor: 0%

Next part.
SMILES	TexasRed fluor	TRb SRC2 PPI
COc1ccc(NC(=O)c2c(NCc3cccs3)sc3c2CCCCC3)cc1	4%	4%
Cc1ccc(C)c(N2CCN(C(=O)CN3C(=O)CSc4c3c(C)nn4-c3ccccc3)CC2)c1	-1%	0%
CC1(C)C(=O)N(CC(=O)Nc2cccc(F)c2)c2ccc(S(=O)(=O)N3CCCCC3)cc21	-3%	4%
CC(=O)Nc1ccc(Nc2ncnc3c2c(-c2ccccc2)cn3-c2ccc(C)c(Cl)c2)cc1	-1%	-4%
COc1ccc(NC(=O)Cn2nc(C)c3nn(-c4ccc(Cl)cc4)c(C)c3c2=O)cc1	0%	7%
CCN1CCN(C(c2ccccc2)c2c(O)cc(C)n(Cc3ccco3)c2=O)CC1 (centres undefined)	-2%	3%
CCC(C)Sc1c(C(C)C)cnc2c1c(=O)n(C)c(=O)n2C (centres undefined)	0%	2%
CC(=O)c1ccc(NC(=O)c2ccc(-c3nc(CSc4ccc(C)cc4)c(C)o3)cc2)cc1	-1%	-5%
CC(=O)c1ccc(N2CCN(C(=O)CCCCn3c(=O)[nH]c4ccccc4c3=O)CC2)cc1	1%	-1%
CCC1CCCCN1CCCNC(=O)c1c(C)oc2ncn(CC(C)C)c(=O)c12 (centres undefined)	-21%	2%
O=C(Cn1nc(N2CCN(c3ccccc3)CC2)ccc1=O)NCc1ccccc1F	0%	-6%
COc1cc(Nc2nc(SCc3ccc(Cl)cc3)nc3ccccc23)cc(OC)c1	-6%	4%
CCOC(=O)c1ccc(NC(=O)Cc2ccc(-n3c(CC)nc4cccnc43)cc2)cc1	0%	-1%
COc1ccccc1CNS(=O)(=O)c1ccc(-c2cnc(C3CC3)o2)cc1	-1%	-4%
COc1cc(NC(=O)CCc2c(C)n(C)c3cc(-c4ccccc4C)nn3c2=O)cc(OC)c1OC	0%	-1%
CCOC(=O)c1cnc(NCc2ccccc2OC)c2ccccc12	0%	-11%
CCOc1ccccc1CNS(=O)(=O)c1cnc(N)nc1	2%	-2%
O=C(Cn1nc2c(cc1=O)CCCC2)NCc1ccccc1	2%	-4%
Cc1ccc(N2CCN(C(=O)c3cnn(-c4ccc(C)c(C)c4)c3C3CCNCC3)CC2)c(C)c1	-8%	0%
CCc1ccc(NC(=O)N2CCC(N3CCN(Cc4ccc(C)cc4)C(=O)C3=O)CC2)cc1	0%	-9%
Cc1c(C(=O)NCc2ccc(F)cc2)sc2nc(-c3ccc(F)cc3)cn12	-11%	1%
Cc1cccc(C(=O)NCC(c2cccs2)S(=O)(=O)c2cccs2)c1 (centres undefined)	2%	-2%
COc1ccc(N2CCN(c3ncnc4onc(-c5ccc(F)cc5)c34)CC2)cc1	-2%	-4%
COc1cccc(NC(=O)c2c(-c3ccc(C)cc3)nnc3ccccc23)c1	0%	5%
COc1ccc(-c2nn(CC(=O)Nc3ccccc3F)c3c2cnc2ccc(F)cc23)cc1	0%	4%
CC(=O)c1ccc(N2CCN(C(=O)C3CCN(S(=O)(=O)c4cccc5nonc45)CC3)CC2)cc1	0%	0%
CCc1cccc(NS(=O)(=O)c2cc(-c3cnc(C)o3)ccc2OC)c1	0%	2%

A portion of the library, so the mix of outcomes need not match the whole.
